Assay outcomes as filed in PubChem BioAssay.
HT1080-NT tox: kills 2HG-producing HT-1080-NT fibrosarcoma cells; 360,000 compounds, 1.6% hits; HT-1080-NT fibrosarcoma viability, CellTiter-Glo ATP luminescence, 48 h; Potency, µM (highest dose often 46.1 µM), without a hit: at the top dose activity, negative = less viability, usual class: cytotoxic;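 further: NT is the 2HG producing partner of a matched IDH1 knockdown line; potency means the concentration at half of the fitted maximal effect; 0% = DMSO-treated cells and -100% = media-only wells without cells; nearly all actives have a fitted effect of over 55% in size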
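HT-1080-NT fibrosarcoma cells (2HG-overproducing), 750 cells/well in RPMI with 5% FBS, dosed after 2 h and incubated 48 h at 37C. CellTiter-Glo luminescence normalized to DMSO and no-cell wells; concentration-response curves fitted and classed.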
ATXN2 expr inh: inhibitors of ATXN2 expression. 360,000 compounds, 0.72% hits. HEK-293 ATXN2-luciferase reporter, luminescence, 24 h. AID 1745845. Potency, µM (top dose mostly 57 µM), without a hit: at the highest dose activity change, negative = inhibition, most hits filed as inhibitors; further: potency means the concentration at half of the fitted maximal effect; on the % scale 0 is the no-effect control and ±100 the full control effect; nearly all actives have a fitted effect of over 55% in size
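qHTS (up to 57 uM final) was run with 24 h compound exposure of reporter cells at 37 °C. Each well was multiplexed: SteadyGlo luminescence measured ATXN2-luciferase expression after a fluorogenic Gly-Phe-AFC viability readout (25 uM final).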
HT1080 IDH1KD tx: kills HT-1080 cells with IDH1 knockdown; 360,000 compounds, 2% hits; AID 686971; Potency, µM (highest dose often 46.1 µM), for the others: at the highest dose activity, negative = toxicity, most hits filed as cytotoxic; HT-1080 IDH1 knockdown viability, ATP luminescence, 48 h;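 further: potency means the concentration at half of the fitted maximal effect; 0% = DMSO wells and -100% = cell-free medium wells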
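CellTiter-Glo luminescence after 48 h compound exposure at 37 degrees C of IDH1-knockdown HT-1080 cells in 5% FBS RPMI. %Activity scaled between DMSO wells and cell-free media wells, with curves fitted and assigned curve classes.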
MCF10A rerep: induces DNA re-replication in MCF 10a normal breast cells; MCF 10A DNA re-replication, Hoechst nuclear intensity, 48 h; Potency, µM (top dose mostly 46.1 µM), for inactives: at the highest dose activity, positive = re-replication, hits mostly activators; 350,000 compounds, 2.9% hits; AID 624296; further: potency means the concentration at half of the fitted maximal effect; % of control where 0% means no effect; nearly all actives have a fitted effect of over 50% in size
IL-1B inflam inh: inhibitors of inflammasome signaling (IL-1 beta secretion). activity change, % at 57.5 µM. THP-1 LPS/ATP IL-1B secretion, AlphaLISA, 16 h; stronger effect = lower value. 360,000 compounds, 4.7% hits; in the data active means activity change below about -50%; inconclusive means mostly about -30% to -49%; further: on the % scale 0 is the no-effect control and ±100 the full control effect
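THP-1 cells pretreated 1 hr with compounds (up to 57.5 uM final), then stimulated with LPS (250 ng/mL final) plus ATP (1.25 mM final); secreted IL-1B measured by AlphaLISA after 16 hr, decreased signal indicating inhibition.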
KB-3-1 tox: kills parental KB-3-1 adenocarcinoma cells. 400,000 compounds, 1.4% hits. Potency, µM (doses to about 46.1 µM), without a hit: at the highest dose activity change, negative = cytotoxic, most hits filed as cytotoxic. AID 1347075. KB-3-1 viability, CellTiter-Glo ATP luminescence, 72 h; further: potency means the concentration at half of the fitted maximal effect; on the % scale 0 is the no-effect control and ±100 the full control effect; nearly all actives have a fitted effect of over 60% in size
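Here the drug-naive KB-3-1 line serves as comparator for MDR sub-line selectivity; cells received compound titrations, 72 h at 37 °C, then CellTiter-Glo readout.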
KB-V1 cytotox: KB-V1 MDR subline cytotoxicity | KB-V1 MDR cells viability, CellTiter-Glo, 72 h | Potency, µM (highest dose often 46.1 µM), without a hit: top-dose activity change, negative = cytotoxicity, most hits filed as cytotoxic | 400,000 compounds, 3.4% hits | AID 1347076; further: potency means the concentration at half of the fitted maximal effect; on the % scale 0 is the no-effect control and ±100 the full control effect; nearly all actives have a fitted effect of over 60% in size
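Luminescent ATP read-out (CellTiter-Glo, 10 min) measures survival of drug-selected KB-V1 MDR cells after 72 h, 37 degrees C compound exposure. Medium: phenol-red-free DMEM, 10% FBS. Values from fitted concentration-response curves.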
SW480 rerep: DNA re-replication induction in SW480 cells | Potency, µM (series often up to 46.1 µM), for inactives: top-dose re-replication activation, actives largely listed as activators | 340,000 compounds, 1.8% hits | AID 624297 | SW480 DNA re-replication, Hoechst DNA content imaging, 48 h; further: potency means the concentration at half of the fitted maximal effect; % of control where 0% means no effect; nearly all actives have a fitted effect of over 55% in size
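250 cells/well; 23 nL cpd via pin tool; 48 hr, 37 C, 5% CO2; Hoechst 40 min; imager read of total nuclear intensity, ex 405/em 500-530 nm.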
WRN inhibitor: blocks human WRN helicase. Potency, µM (top dose mostly 114 µM), for the others: top-dose activity change, negative = inhibition, usual class: inhibitors. WRN helicase unwinding, fluorescent forked duplex, kinetic. 360,000 compounds, 0.46% hits. AID 651768; further: potency means the concentration at half of the fitted maximal effect; on the % scale 0 is the no-effect control and ±100 the full control effect; nearly all actives have a fitted effect of over 55% in size
Target sequence (Q14191 whole entry, looked up): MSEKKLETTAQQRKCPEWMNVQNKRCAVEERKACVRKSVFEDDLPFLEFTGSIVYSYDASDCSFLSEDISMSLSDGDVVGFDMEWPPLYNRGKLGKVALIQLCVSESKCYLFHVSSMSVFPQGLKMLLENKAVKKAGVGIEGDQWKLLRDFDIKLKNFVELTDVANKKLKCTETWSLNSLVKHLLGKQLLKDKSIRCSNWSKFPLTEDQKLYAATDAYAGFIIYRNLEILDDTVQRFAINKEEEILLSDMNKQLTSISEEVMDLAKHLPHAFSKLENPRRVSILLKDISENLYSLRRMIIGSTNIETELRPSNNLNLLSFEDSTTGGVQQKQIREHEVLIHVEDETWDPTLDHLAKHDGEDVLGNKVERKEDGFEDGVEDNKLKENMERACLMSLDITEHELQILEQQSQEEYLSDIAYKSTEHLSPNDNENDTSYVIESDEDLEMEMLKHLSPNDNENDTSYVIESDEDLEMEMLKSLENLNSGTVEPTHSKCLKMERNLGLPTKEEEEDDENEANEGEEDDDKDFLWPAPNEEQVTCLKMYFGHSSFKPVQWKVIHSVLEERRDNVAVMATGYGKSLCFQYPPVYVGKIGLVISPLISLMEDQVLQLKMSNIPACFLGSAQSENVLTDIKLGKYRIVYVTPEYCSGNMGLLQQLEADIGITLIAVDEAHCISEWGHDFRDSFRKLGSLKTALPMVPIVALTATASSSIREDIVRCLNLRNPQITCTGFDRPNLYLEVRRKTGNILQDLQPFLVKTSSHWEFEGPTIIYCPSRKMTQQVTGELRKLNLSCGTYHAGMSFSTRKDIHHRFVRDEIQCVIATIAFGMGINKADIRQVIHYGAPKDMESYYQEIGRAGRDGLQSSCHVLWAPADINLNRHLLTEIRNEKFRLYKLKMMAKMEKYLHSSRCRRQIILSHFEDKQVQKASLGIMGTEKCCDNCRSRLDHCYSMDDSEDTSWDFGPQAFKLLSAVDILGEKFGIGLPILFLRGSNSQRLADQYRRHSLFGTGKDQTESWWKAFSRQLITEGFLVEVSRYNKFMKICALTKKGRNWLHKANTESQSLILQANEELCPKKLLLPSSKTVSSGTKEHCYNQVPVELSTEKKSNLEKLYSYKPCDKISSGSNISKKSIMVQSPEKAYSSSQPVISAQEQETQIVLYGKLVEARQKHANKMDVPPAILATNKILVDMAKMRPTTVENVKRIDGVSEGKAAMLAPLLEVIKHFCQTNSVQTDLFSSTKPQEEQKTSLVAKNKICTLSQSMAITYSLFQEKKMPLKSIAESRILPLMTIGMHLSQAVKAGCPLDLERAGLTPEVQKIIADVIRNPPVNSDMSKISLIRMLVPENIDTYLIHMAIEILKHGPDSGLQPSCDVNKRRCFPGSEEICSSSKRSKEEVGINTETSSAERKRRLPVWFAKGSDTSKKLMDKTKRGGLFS
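WRN at 20 nM final preincubated with compound 15 min at room temperature; reaction started with 100 nM fluorophore/quencher forked duplex oligonucleotide and 2 mM ATP final. Unwinding followed kinetically by red fluorescence (ex 525, em 598 nm).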
* hit, by the source's call; ? = inconclusive; . = no result given; & = joins results of further samples; [ ] = dose if it differs, or a comment. Unless noted, the call rests on the fitted dose curve; in most records, active means well fitted curve in the direction sought with a large enough effect; inconclusive means small, poorly fitted or top-dose-only effect, or another doubt; inactive means no such curve, though single readings can be large; an effect the other way counts as inactive or inconclusive.

molecule	HT1080-NT tox	ATXN2 expr inh	HT1080 IDH1KD tx	MCF10A rerep	IL-1B inflam inh	KB-3-1 tox	KB-V1 cytotox	SW480 rerep	WRN inhibitor
N#CC1=C(N)N(c2ccccc2)C(c2ccccc2)C1(C#N)C#N (configuration not stated)	-17.5%	-9.4%	?	?	-9.1	-0.1%	?	-1.6%	-10.7%
CC1(C)CC(=O)C=C(Nc2ccc(OCC(F)(F)C(F)F)cc2)C1	-0.1%	5.7%	-2.7%	2.7%	-24.3	16.6%	10.2%	7.0%	10.6%
O=S(=O)(Nc1ccc(-c2cn3cccnc3n2)cc1)c1ccccc1	-2.9%	-6.0%	9.1%	-5.4%	-14.9	-1.7%	-17.8%	-4.1%	-5.7%[57.1 µM]
C=CC(O)(C#CCN(CC)CC)c1ccccc1 (configuration not stated)	-6.1%	-0.2%	-2.9%	4.7%	0.0	-9.9%	-0.1%	-10.5%	-1.2%
CN=c1scc(-c2c[nH]c3ccccc23)n1C	-22.5%	-16.0%	-21.1%	-13.7%	-21.0	13.7%	4.0%	9.9%	1.1%
COCCn1cnc2c1c(=O)n(Cc1ccc(C#N)cc1)c(=O)n2Cc1ccccc1	-15.7%	-10.3%	-4.0%	4.1%	-8.1	-3.7%	2.4%	15.6%	6.2%
COc1ccc(S(=O)(=O)N2CCCOC2CNC(=O)C(=O)NCc2ccco2)cc1C (configuration not stated)	-10.5%	.	0.4%	?	14.9	-1.2%	?	?	0.1%
Cc1cccc2sc(N(CCCN(C)C)C(=O)c3sc4ccccc4c3Cl)nc12	-7.8%	-24.1%	-14.4%	?	0.0	-2.5%	5.2%	?	3.1%
CC(=O)OC1C=CCC2C(=O)c3cccc(O)c3C(O)C12 (configuration not stated)	-4.0%	9.8%	-0.2%	0.0%	-5.8	0.0%	17.9%	-5.8%	0.6%
CC(OC(=O)c1cc(=O)c2ccccc2o1)C(=O)c1ccccc1 (configuration not stated)	-2.0%	.	-0.8%	-1.7%	4.9	-1.7%	7.2%	-9.3%	-0.6%
C=Cc1c(C)c2cc3[nH]c(cc4nc(cc5nc(cc1[nH]2)C(C)=C5CCC(=O)O)C(CCC(=O)O)=C4C)c(C)c3C=C	-7.8%&-1.8%&-1.0%	4.8%&-19.7%&-5.7%	-12.3%&-0.1%&6.9%	-18.8%&-12.2%&-4.7%	24.2&12.4	0.0%&0.1%	-15.3%&0.0%	-6.1%&-32.5%&-4.9%	35.5µM*
CCOC(=O)NC(NC(=S)Nc1ccccc1[N+](=O)[O-])C(Cl)(Cl)Cl (configuration not stated)	-1.2%	-0.4%	0.1%	12.5%	-9.8	2.0%	-19.9%	0.7%	-4.2%
COc1cccc(OCc2cc(/C=N/NC(=O)c3ccn[nH]3)ccc2OC)c1	-23.2%	5.2%	-18.0%	?	33.9	?	?	?	-12.5%
COc1cc(-c2nc(C(=O)NC3CCCCC3)cc3c2[nH]c2ccccc23)cc(OC)c1OC	-4.9%	-17.1%	-20.2%	2.1%	?	-1.1%	7.1%	-4.5%	1.3%
CCN(CC)S(=O)(=O)c1cccc(NC(=O)c2cncc(Br)c2)c1	-0.3%	.	-6.2%	-1.1%	0.0	0.9%	-1.8%	17.8%	9.6%
CCOc1ccc(CC(=O)Nc2c(C(=O)Nc3ccccc3)oc3ccccc23)cc1OCC	-16.0%	-20.2%	-9.9%	28.3%	-14.0	-1.9%	-17.2%	4.2%	-5.1%
O=C(NCCN1CCOCC1)C(=O)c1c[nH]c2ccccc12	1.4%	2.3%	0.1%	24.9%	5.2	-2.6%	3.6%	-5.0%	4.4%
Nc1c(C(=O)c2ccccc2)sc2c1c(=O)[nH]c(=O)n2-c1ccccc1	-12.3%	-4.4%	-18.2%	8.1%	23.8	-0.8%	14.6µM*	-10.5%	-0.6%
c1ccc(Nc2cc(-c3ccccc3)nc3ncnn23)cc1	-0.1%	-23.4%	?	?	?	0.4%	14.6µM*	?	-8.6%
COc1ccc(NC(=O)c2cccc3c(-c4cccnc4)coc23)cc1	?	-10.8%	1.8%	.	-2.7	-0.4%	-2.3%	.	-14.9%
CC(C)c1[nH]nc2c1C(c1ccco1)C(C#N)=C(N)O2 (configuration not stated)	3.5%	.	13.9%	3.4%	-23.0	0.7%	2.8%	-8.8%	2.8%
O=C(/C=C/c1ccc(O)cc1)c1ccc(O)cc1O	25.9µM*	15.7%	23.1µM*	14.6µM*	-17.2	?	?	-53.2%[inhibitor]	-9.4%
CCC(=O)c1c[nH]c(C(=O)NCCCN2CCOCC2)c1	13.4%	-19.9%	10.6%	-2.5%	15.4	1.3%	?	-3.8%	-1.0%
COc1cc(/C=N/NC(=O)c2cc(C3CC3)[nH]n2)cc(OC)c1OC	2.5%	1.0%	-2.0%	-3.0%	?	16.4%	11.8%	-13.7%	-9.1%
O=C(CCN1C(=O)c2ccccc2C1=O)N1CCN(C(=O)c2ccccc2)CC1	6.4%	-1.6%	6.7%	?	2.3	6.0%	20.0%	-5.6%	1.2%
Cc1ncoc1C(=O)N1CCCC(C(=O)c2cccc3ccccc23)C1 (configuration not stated)	0.0%	.	1.4%	1.7%	-0.5	3.9%	?	-13.6%	-4.3%
N#Cc1ccccc1OCc1cn(CC(=O)c2ccc(O)cc2)nn1	-1.9%	23.3%	-8.7%	-16.0%	8.6	5.4%	9.8%	0.8%	-2.3%
COc1ccc(C(O)c2ncc(-c3cccc(F)c3)[nH]2)cc1F (configuration not stated)	-1.9%	10.9%	0.3%	.	-13.6	0.0%	2.1%	.	-9.5%
COCc1cc(=O)[nH]c(/N=C(\N)Nc2ccc(Cl)c(Cl)c2)n1	23.1%	2.1%	19.2%	?	12.1	-0.9%	-11.9%	11.6%	-5.6%
O=C(c1cccc(Cl)c1)N1CCC2CC1c1cc(-c3ccc(F)cc3)ccc12 (configuration not stated)	-1.1%	-9.4%	-8.5%	?	11.7	-1.6%	11.6%	-7.4%	-3.3%

Copied from the list.
KB-3-1 tox, CCN(CC)S(=O)(=O)c1cccc(NC(=O)c2cncc(Br)c2)c1 = 0.9%
WRN inhibitor, O=C(c1cccc(Cl)c1)N1CCC2CC1c1cc(-c3ccc(F)cc3)ccc12 (configuration not stated) = -3.3%
ATXN2 expr inh, COc1cc(-c2nc(C(=O)NC3CCCCC3)cc3c2[nH]c2ccccc23)cc(OC)c1OC = -17.1%

The list continues.
molecule	HT1080-NT tox	ATXN2 expr inh	HT1080 IDH1KD tx	MCF10A rerep	IL-1B inflam inh	KB-3-1 tox	KB-V1 cytotox	SW480 rerep	WRN inhibitor
COc1cccc(CC(=O)NN2C(=O)NC3(CCCCC3)C2=O)c1	-0.6%	7.5%	-1.0%	-3.8%	18.2	0.0%	-11.0%	10.8%	-9.8%
O=C(/C=C/c1ccc([N+](=O)[O-])cc1)NCCOc1ccc(F)cc1	-6.2%	.	-3.1%	-4.3%	-3.8	-1.7%	-0.2%	-5.4%	10.4%
Cc1ccc(F)cc1NC(=O)N1CCCN(c2ccc(C(F)(F)F)cn2)CC1	?	-37.1%	?	?	.	?	20.6µM*	-47.6%[inhibitor]	0.3%
COc1ccc(C(=O)c2cc3cccc(OC)c3o2)cc1	18.4%	51.9%[activator][11.3 µM]	-0.2%	-0.3%	-6.1	-4.9%	0.0%	-2.9%	-2.5%
CCSc1nc2nc(C)cc(C)n2n1	20.1%	2.2%	20.4%	?	12.3	3.0%	17.3%	-1.9%	-2.4%
C#CCOCCOCCOCCNc1nc(N2CCN(C(=O)[C@H](CCCN=C(N)N)n3cc(C(N)[C@@H](C)CC)nn3)CC2)nc(N2CCN(C(=O)[C@H](CCC(=O)O)n3cc([C@@H](N)CO)nn3)CC2)n1 (some centres not stated)	-0.1%	7.2%	3.6%	-4.4%	49.9	0.0%	?	2.6%	-7.5%
C=CCNC(=S)Nc1c(C(=O)OC)[nH]c2cc(OC)ccc12	-0.2%	.	0.1%	8.0%	0.0	-0.3%	1.4%	-4.6%	-6.3%
COc1ccc(C2C(=O)N(CCc3ccccc3)CC(=O)N2C2CCCCC2)cc1 (configuration not stated)	-5.8%	-2.3%	?	3.1%	-3.0	1.4%	3.66µM*	3.1%	-5.4%
COc1ccc(Cl)c2sc(N3CCN(C(=O)c4ccco4)CC3)nc12	4.5%	-12.9%	0.2%	9.9%	-5.9	-13.1%	-22.1%	-4.4%	-0.7%
CC(C)c1ccccc1NC(=O)COC(=O)CCN1C(=O)/C(=C\C=C\c2ccccc2)SC1=S	7.6%	?	4.2%	9.0%	?	0.2%	0.1%	-3.2%	0.8%

Single records, from the list above. Values in the order: HT1080-NT tox, ATXN2 expr inh, HT1080 IDH1KD tx, MCF10A rerep, IL-1B inflam inh, KB-3-1 tox, KB-V1 cytotox, SW480 rerep, WRN inhibitor
`COc1ccc(C(=O)c2cc3cccc(OC)c3o2)cc1` is listed with 18.4%, 51.9%[activator][11.3 µM], -0.2%, -0.3%, -6.1, -4.9%, 0.0%, -2.9%, -2.5%
`O=C(/C=C/c1ccc([N+](=O)[O-])cc1)NCCOc1ccc(F)cc1` is listed with -6.2%, ., -3.1%, -4.3%, -3.8, -1.7%, -0.2%, -5.4%, 10.4%
